Assay outcomes as filed in PubChem.
RTF Ca sens inh = cardiac RTF calcium desensitization | P19429+P45379 | IANBD-labeled cardiac RTF, Ca2+ fluorescence | inhibition, % at 7.15 µM | 340,000 compounds, 0.12% hits;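 active = inhibition above the mean inhibition of all tested compounds plus 3 SD, cut at about 17% in these data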;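 also: assay run at fixed EC70 calcium of 1.6 mM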
Keap1-Nrf2 PPI = inhibitors of human Keap1-Nrf2 protein-protein interaction; AID 504523; Keap1 Kelch-Nrf2 peptide fluorescence polarization, 1536-well; 340,000 compounds, 0.15% hits; inhibition, % at 9.4 µM; Q14145; in the data active = inhibition above about 12%;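 also: human Keap1 Kelch domain with fluorescein labeled Nrf2 9mer peptide probe; 0% = neutral control wells and 100% = peptide positive control; higher means more block of Keap1 binding to Nrf2 peptide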
CAL PDZ FP-1 = inhibitors of human CAL PDZ peptide binding; Q9HD26; purified CAL PDZ, TMR-peptide fluorescence polarization, 1 h; inhibition, % at 24.9 µM; 300,000 compounds, 0.92% hits; AID 602252;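 active = mean inhibition of at least 30% with at least half of replicates also reaching 30%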;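 also: 0% = DMSO neutral control and 100% = excess unlabeled competitor peptide PRC23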
DAGLB inh = diacylglycerol lipase beta (human) inhibition. Q8NCG7. HEK293T DAGLB membrane lysate, EnzChek fluorogenic substrate. inhibition, % at 5.17 µM. 340,000 compounds, 0.059% hits. AID 504411; in the data active = inhibition above about 34%;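 also: 0% = enzyme with vehicle and 100% = wells lacking enzyme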
C-LANA FP = KSHV C-LANA DNA binding inhibition; MBP-C-LANA/FAM-LBS DNA binding, fluorescence polarization; inhibition, % at 9 µM; 340,000 compounds, 0.078% hits;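 active = highest replicate inhibition at or above 60% at 9 µM, even if other replicates fall short; inactive = all replicates below 60% inhibition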;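 also: 0% = neutral control wells and 100% = 4 µM acridine orange control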
Arr AP2 block = inhibitors of human beta-arrestin and AP2 interaction | FITC-arrestin peptide / GST-AP2 beads, flow cytometry; AP2 beta2 appendage carries R879A mutation | inhibition, % at 10 µM | 340,000 compounds, 0.31% hits;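 active = inhibition above a set limit, near 3 SD of compounds lacking own fluorescence, cut at about 54% in these data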;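 also: plate controls were DMSO wells for no effect and 5 µM unlabelled arrestin peptide for full effect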
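Measured by: flow cytometry, FL1 (488/535 nm); Material: AP2 appendage R879A on GSH beads; Evaluation: percent response; Timing: pre-incubation 12 min, peptide binding 1 h, room temperature; Also added: 50 nM FITC-arrestin peptide; Medium: PBS with 0.05% Tween 20 and 0.1% BSA.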
Pemphigus Ab inh = human desmoglein-3 autoantibody binding inhibition. P32926. DSG3-coupled beads, scFv-anti-DSG3-GFP binding, flow cytometry; stronger effect = lower value. binding (percent of control), % at 10 µM. 310,000 compounds, 0.48% hits. AID 588358;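 active = binding more than 3 SD below its plate's average and above zero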;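 also: hits lower antibody fragment binding to DSG3; some compounds called inactive have numbers as strong as hits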
Target sequence (P32926 whole entry, looked up, the tested form may be a part): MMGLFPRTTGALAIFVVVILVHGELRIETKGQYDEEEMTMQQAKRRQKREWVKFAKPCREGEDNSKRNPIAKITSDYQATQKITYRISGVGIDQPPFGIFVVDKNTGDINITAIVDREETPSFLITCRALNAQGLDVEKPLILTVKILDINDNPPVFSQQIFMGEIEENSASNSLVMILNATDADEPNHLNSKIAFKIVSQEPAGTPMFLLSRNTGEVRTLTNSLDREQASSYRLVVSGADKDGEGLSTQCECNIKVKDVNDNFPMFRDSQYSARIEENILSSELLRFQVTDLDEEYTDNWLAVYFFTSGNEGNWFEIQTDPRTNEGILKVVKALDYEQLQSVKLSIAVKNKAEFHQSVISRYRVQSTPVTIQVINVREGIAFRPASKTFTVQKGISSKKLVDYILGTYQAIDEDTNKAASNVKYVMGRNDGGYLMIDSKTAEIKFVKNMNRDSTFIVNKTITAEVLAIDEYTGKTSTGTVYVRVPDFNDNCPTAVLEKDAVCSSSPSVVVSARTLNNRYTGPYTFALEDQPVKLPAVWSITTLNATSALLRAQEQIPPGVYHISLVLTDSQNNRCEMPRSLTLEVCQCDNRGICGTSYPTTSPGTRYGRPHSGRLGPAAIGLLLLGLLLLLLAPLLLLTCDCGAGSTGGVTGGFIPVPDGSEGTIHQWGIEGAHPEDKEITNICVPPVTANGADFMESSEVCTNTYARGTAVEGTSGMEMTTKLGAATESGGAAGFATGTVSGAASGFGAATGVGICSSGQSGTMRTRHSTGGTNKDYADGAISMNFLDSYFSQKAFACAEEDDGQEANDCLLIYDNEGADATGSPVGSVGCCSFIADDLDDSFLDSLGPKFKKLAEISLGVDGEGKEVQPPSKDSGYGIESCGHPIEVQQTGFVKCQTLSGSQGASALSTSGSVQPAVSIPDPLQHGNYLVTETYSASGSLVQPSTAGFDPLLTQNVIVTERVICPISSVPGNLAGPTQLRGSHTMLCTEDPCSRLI
V-ATPase pHluor = yeast V-ATPase proton transport regulation by pHLuorin; 350,000 compounds, 0.37% hits; response, % at 10 µM; AID 504577; S. cerevisiae, pHLuorin cytosolic pH fluorescence; in the data active = response mostly above about 7.3%, no sharp cut-off; inactive = mostly below about 5.4%; also: actives read high; inactives centre near 0; some compounds called inactive have numbers as strong as hits
CAL PDZ FP-2 = inhibitors of human CAL PDZ peptide binding. inhibition, % at 20 µM. 330,000 compounds, 0.02% hits. purified CAL PDZ, TMR-peptide fluorescence polarization, 1 h. AID 504414;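 active = highest replicate inhibition of at least 40%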;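 also: plate controls were DMSO neutral control wells for no effect and unlabeled competitor peptide control wells for full effect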
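Material: tagged CAL PDZ protein CerCALP, purified; buffer or medium: sodium phosphate/NaCl buffer pH 7.4 with TCEP, IgG, Thesit; also added: fluorescent TMR peptide probe; schedule: 1 h incubation at room temperature before polarization reading; technique: fluorescence polarization from S- and P-plane intensities, G-factor corrected; control set: unlabelled peptide and DMSO controls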
NSD2 inh = blocks human histone methyltransferase NSD2. O96028. NSD2 peptide methylation, AlphaScreen, 120 min. inhibition, % at 12.5 µM. 310,000 compounds, 0.54% hits. AID 743445; in the data active = inhibition above about 50%
Starred values were filed as active, the others as inactive; . = not tested or not shown. Some of the compounds tested (hit frequency here may not be typical).

SMILES	RTF Ca sens inh	Keap1-Nrf2 PPI	CAL PDZ FP-1	DAGLB inh	C-LANA FP	Arr AP2 block	Pemphigus Ab inh	V-ATPase pHluor	CAL PDZ FP-2	NSD2 inh
Cc1ccc2c(c1)-c1cc(C)nn1C(c1ccc3c(c1)OCO3)N2 (configuration not stated)	-3	-7	-1	-2	-1.0	14	100	-5	-0.3	.
CC(=O)CCS(=O)(=O)c1ccc(NC(C)=O)cc1	0	3	0	3	-1.2	5	97	0	-2.2	0
O=C(c1ccccc1)c1cc(Cl)ccc1N1C(=O)C=CC1=O	-3	-1	-7	1	-1.7	45	84	13*	0.8	3
CC(NC(=O)COc1ccc(/C=N/NS(=O)(=O)c2ccccc2)cc1)c1ccccc1 (configuration not stated)	6	-6	-3	0	2.5	5	102	-1	0.3	-1
NC(=O)c1cc(Cl)ccc1OCC(=O)NC1CC1	-9	-2	2	-2	1.1	7	113	6	0.2	-2
CC(=O)Nc1ccc(N2CCN(c3ccc(F)cc3)CC2)cc1	2	-2	-2	-4	-0.9	30	100	-3	-0.6	-4
O=C(c1ccc(Br)cc1)c1sc(N2CCOCC2)nc1-c1ccccc1	2	-3	-7	-8	-0.8	-35	118	-3	-4.3	-7
COc1ccc(OCCCC(=O)Nc2cccc(SC)c2)cc1	-16	-1	-2	-5	-0.8	.	97	-1	-1.4	0
O=C(CSc1ccsc1[N+](=O)[O-])NCc1ccccc1	2	-2	-7	1	-0.3	-2	101	6	-0.2	4
Cc1cc(C(C)(C)C)cc(C)c1CC1=NCCN1	-6	3	3	-1	-1.2	-2	107	2	0.4	.
COc1ccc(C2=NN(C(=O)c3ccc(Cl)c([N+](=O)[O-])c3)C(c3ccccc3)C2)cc1 (configuration not stated)	2	-2	6	-5	-0.2	-12	99	0	-0.5	-35
COc1ccc(CN(C)CCc2ccccn2)c(OC)c1OC	0	1	-2	1	-1.2	-3	101	3	-0.6	-2
O=C(O)c1cc(=O)c2ccccc2[nH]1	-2	-1	-4	-2	0.8	3	101	0	0.8	.
COCc1ccc(C(=O)N2CCCC(N3CCN(c4ccccc4C)CC3)C2)s1 (configuration not stated)	-7	0	5	-1	-0.6	2	.	1	0.0	3
Cc1cc(C)c(NC(=O)CNC(=O)c2cc(C3CC3)nc3c2cnn3C(C)C)c(C)c1	.	.	.	-3	.	.	99	-1	.	0
O=C(CSc1nc2ccccc2c(=O)n1-c1ccccc1)N1CCCC1	-5	-2	1	-1	-2.1	-4	97	0	1.5	0
COC(=O)CN1C(=O)COc2ccc(S(=O)(=O)NCc3ccc(F)cc3)cc21	2	2	3	-5	-0.8	21	102	6	-3.4	0
C[C@H](CO)N1C[C@H](C)[C@@H](CN(C)S(=O)(=O)c2cccs2)Oc2ccc(NC(=O)Nc3ccc(C(F)(F)F)cc3)cc2C1=O	3	-3	-3	1	1.2	6	106	-1	-1.0	.
CC(C)[C@H](NC(=O)OCc1ccccc1)C(=O)OCC(=O)N1C(C)CCCC1C (some centres not stated)	-11	-7	0	-2	0.3	0	94	0	0.4	0
CCOC(=O)C(C)Oc1cc(Cl)c(C=O)cc1OC (configuration not stated)	-3	-3	-5	1	-0.3	7	85	-1	-0.1	0
COCc1nc2ccccc2n1Cc1ccccc1	2	-1	8	0	-0.3	-1	104	8	-0.7	-1
N#Cc1ccccc1S(=O)(=O)N1CCN(Cc2cc3c(cc2Br)OCCO3)CC1	.	.	.	-6	.	.	104	1	.	-2
CC(Oc1ccc(-c2ccccc2)cc1)C(=O)N/N=C/c1cccnc1 (configuration not stated)	-7	3	-3	-3	-0.8	22	.	6	-3.9	2
CC(C)(C)OC(=O)NCc1n[nH]c(=S)n1C1CC1	-3	-4	.	1	-0.9	11	105	3	-0.7	-2
COc1ccc(-c2cc3ccc(OCC(=O)NCC4CCC(C(=O)O)CC4)cc3oc2=O)cc1 (configuration not stated)	7	1	-6	-1	0.4	23	102	-1	-1.4	.
(continued)
SMILES	RTF Ca sens inh	Keap1-Nrf2 PPI	CAL PDZ FP-1	DAGLB inh	C-LANA FP	Arr AP2 block	Pemphigus Ab inh	V-ATPase pHluor	CAL PDZ FP-2	NSD2 inh
COc1cccc(NC(=S)NCCN2CCOCC2)c1	-5	3	-3	2	0.1	5	101	2	-0.6	1
O=C(C1COc2ccccc2O1)N1CCN(c2nc3c(F)cc(F)cc3s2)CC1 (configuration not stated)	3	-2	-2	-13	-0.3	-30	108	5	-2.4	1
CCC1(c2ccccc2)NC(=O)N(CC(=O)Nc2cc(C(F)(F)F)ccc2N2CCCC2)C1=O (configuration not stated)	-19	-4	.	3	-0.3	22	97	-5	-0.7	34
N=c1n(CCN2CCCCC2)c2ccccc2n1CC(O)c1ccco1 (configuration not stated)	-11	6	-8	-2	6.7	-6	.	-1	1.6	.
Cc1ccc(CSCC(=O)Nc2ccc(F)cc2)cc1	2	1	3	-6	0.4	-1	101	0	-1.8	2
Cc1ccc(NC(=S)N(C)C(c2ccccc2)c2ccccc2)cc1C	4	-1	-3	-9	-4.9	10	106	0	-0.5	7
NC(=O)CC(NC(=O)c1ccccc1)c1ccc(NC2CCC2)c([N+](=O)[O-])c1 (configuration not stated)	3	1	3	10	0.5	5	100	7	0.3	.
CCC(C)(C)n1nnnc1C(c1ccc(OC)c(OC)c1)N1CCN(c2cccc(OC)c2)CC1 (configuration not stated)	-3	0	.	-3	-1.2	8	101	1	-0.2	-3
CCOc1ccc(S(=O)(=O)n2ccc(C)n2)c2ccccc12	4	-4	-7	-5	4.6	-7	91	1	-0.3	-2
CN(C)S(=O)(=O)c1ccc(Cl)c(C(=O)NC2CCCCCCC2)c1	-6	-4	-3	-2	1.1	6	106	0	-4.2	2
CCOC(=O)c1cccc(NC(=O)CCc2c(C)nc3ncnn3c2C)c1	-10	-2	-2	2	0.3	15	99	1	0.3	0
CCn1c(=O)cc(SCC(=O)N2CCN(c3ccccn3)CC2)c2ccccc21	-8	-5	.	-2	-1.1	6	101	0	-2.0	-2
CC(=NNC(=S)N1CC2CCC(CC2)C1)c1ccccn1	.	.	.	4	.	.	106	3	.	19
CCC(=O)Nc1nnc(SCC(=O)c2ccc3c(c2)Cc2ccccc2-3)s1	11	2	-1	1	1.6	0	91	0	-0.1	22
COc1cc(NC(=O)c2ccccc2-c2ccccc2)cc(OC)c1	-11	4	-1	-2	1.1	2	83	-1	-3.5	-2
Cc1onc(-c2ccccc2)c1C(=O)N1CCN(C)CC1	-5	-1	-1	1	-1.0	16	124	-2	-3.0	-3
Cc1ccc(N2C(=O)N3[C@H](c4ccc(F)cc4)[C@@H]4C(=O)N(C5CCCCC5)C(=O)[C@@H]4[C@]3(Cc3ccccc3)C2=O)cc1	-8	1	-2	-7	-2.8	8	93	4	0.0	.
CC(C)C(C)NC(=O)CSc1ccc(S(=O)(=O)N2CCOCC2)cn1 (configuration not stated)	4	-5	-8	-5	-0.1	4	108	1	-3.4	-1
Cc1cc(CSc2ccccc2)ccc1NC(=O)COc1ccccc1C	-5	2	-4	0	-0.2	-2	83	2	-2.8	2
Cc1ccc(-c2nc(CS(=O)CC(=O)N3CCN(c4ccc(F)cc4)CC3)c(C)o2)cc1 (configuration not stated)	-1	-4	-7	1	-0.4	-8	105	-2	-1.2	0
Cc1ccccc1OCC(=O)NCC(C)(C)N1CCOCC1	-1	3	-2	-1	1.4	-4	113	2	-0.5	0
O=C(c1cnccn1)N1CCN(C/C=C/c2ccccc2)CC1	5	-5	-3	0	-2.6	5	102	0	0.1	-3
CN1C(CC(=O)c2ccccc2)CCCC1CC(O)c1ccccc1 (configuration not stated)	-3	0	3	0	2.6	-4	101	-1	-1.5	.
CN1C(=O)C(O)(CC(=O)c2ccccc2O)c2cc(Br)ccc21 (configuration not stated)	-12	-2	-1	1	-1.2	7	106	5	-1.4	.
NS(=O)(=O)c1ccc(CCNC(=S)Nc2ccc(S(N)(=O)=O)cc2)cc1	0	3	-6	1	-3.3	24	97	-7	-2.0	0
Going on with the list:
SMILES	RTF Ca sens inh	Keap1-Nrf2 PPI	CAL PDZ FP-1	DAGLB inh	C-LANA FP	Arr AP2 block	Pemphigus Ab inh	V-ATPase pHluor	CAL PDZ FP-2	NSD2 inh
COc1cccc(CNC(=O)N[C@@H](C)C(=O)O)c1	-17	-1	4	-4	0.9	-15	91	1	-1.1	-3
COc1ccc(CNC(=S)Nc2cc(C)cc(C)c2)cc1	-13	-3	1	-3	1.3	-2	104	-1	-1.9	2
COc1ccccc1/C=C/C(=O)OCC(=O)NCCC1=CCCCC1	-2	-3	-3	-4	4.8	2	100	1	0.7	3
CN(Cc1ccccc1)C(=O)c1ccc(NC(=O)Cc2ccc(NC(=O)C3CCCN(C(=O)C4CC4)C3)cc2)cc1 (configuration not stated)	-5	0	-2	1	-1.5	4	95	-2	-1.5	.
O=S(=O)(NCc1nnc2c(C(F)(F)F)cc(Cl)cn12)c1ccccc1	-7	2	-3	-1	2.6	-7	98	-1	-1.0	-2
CCOc1ccc2oc(C(=O)N3CCN(c4ccccc4OCC)CC3)c(C)c2c1	-1	4	-5	-7	1.1	-4	97	-2	-2.4	-2
Cn1c(SCC(=O)N2CCOCC2)nnc1-c1ccc(Cl)cc1Cl	1	-1	.	-3	0.0	2	105	0	-0.5	-1
Cc1nn(CCCC(=O)NCc2ccco2)c(=O)c2nn(-c3ccccc3)c(C)c12	-3	0	4	2	0.3	-16	99	-4	0.3	-2
Cc1oc(-c2ccc(Cl)cc2)nc1CS(=O)CC(=O)NC1CCCC1 (configuration not stated)	-1	-3	4	0	-0.9	2	100	-6	-1.8	-5
CCn1c(=O)c2cc(C(=O)N3CCOCC3)sc2c2ccccc21	-5	-4	.	1	0.4	1	111	-1	-1.7	.
CC(Sc1nnc(C2CC2)n1Cc1ccccc1)C(=O)N1CCNC1=O (configuration not stated)	-4	-4	.	1	-0.7	-6	104	-6	0.1	13
COc1ccccc1-c1ocnc1C(=O)N1CCN(S(=O)(=O)c2ccc(NC(C)=O)cc2)CC1	-10	-7	-2	-4	-0.5	4	101	3	-4.4	.
O=S(=O)(NCCSc1ccccc1)c1ccc(F)cc1	-5	-4	-4	-4	-3.6	-3	97	1	0.9	1
CC(C)NC(=O)C1CCN(C(=O)C(C(=O)c2ccccc2)n2cc(Cl)ccc2=O)CC1 (configuration not stated)	-8	3	.	2	2.3	9	105	1	-0.4	15
